# G9a block: G9a (human) methyltransferase inhibition | Q96KQ7 | G9a H3K9 monomethylation, AlphaScreen, 2 h | Potency, µM (doses to about 102 µM), inactives show top-dose activity, negative = inhibition, hits mostly inhibitors | 8.8% of 350,000 active | AID 504332; note: potency is the fitted concentration of half-maximal effect; % is set by controls: 0 for no effect and ±100 for the full control effect; nearly all actives have a fitted effect of over 75% in size
# Target sequence (Q96KQ7 913-1193 limits assumed): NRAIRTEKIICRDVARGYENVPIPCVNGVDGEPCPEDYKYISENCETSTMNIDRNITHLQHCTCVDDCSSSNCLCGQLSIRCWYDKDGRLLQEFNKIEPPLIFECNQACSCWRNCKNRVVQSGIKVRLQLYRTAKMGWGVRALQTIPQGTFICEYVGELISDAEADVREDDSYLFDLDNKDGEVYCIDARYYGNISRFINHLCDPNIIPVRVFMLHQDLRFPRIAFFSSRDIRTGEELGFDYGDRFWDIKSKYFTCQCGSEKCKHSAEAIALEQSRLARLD
#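 Step 1: enzyme (final 20 nM) with compound, 15 min RT. Step 2: substrate peptide 500 nM and SAM 20 uM, 2 h RT. Step 3: anti-H3K9me1 antibody and AlphaScreen beads, 10 min, then plate read.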
# Tb PGK inh: inhibitors of T. brucei phosphoglycerate kinase | 0.043% of 380,000 active | AID 602233 | P07378 | PGK/GAPDH coupled, Kinase-Glo luminescence, 60 min | Potency, µM (titrated, usually from 57.5 µM), without a hit: at the highest dose activity change, negative = inhibition, usual class: inhibitors; note: potency is the fitted concentration of half-maximal effect; % is set by controls: 0 for no effect and ±100 for the full control effect; nearly all actives have a fitted effect of over 60% in size
#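 Luminescent ATP detection (Kinase-Glo Plus) follows a 60-minute room-temperature incubation, with wells lacking PGK as controls. Buffer: 100 mM TEA (pH 7.6), 5 mM MgCl2, 0.01% Tween-20. Coupling enzyme GAPDH (100 nM final) supplies unstable 1,3-BPG in-well.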
# GLS inh: inhibitors of human glutaminase (GLS); O94925; GLS enzymatic activity, qHTS titration; Potency, µM (series often up to 45.5 µM), for inactives: top-dose activity change, negative = inhibition, most hits filed as inhibitors; 0.21% of 410,000 active; AID 624170; note: potency is the fitted concentration of half-maximal effect; % is set by controls: 0 for no effect and ±100 for the full control effect
#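 hKGA; 45 mM KH2PO4 pH 8.2 + 0.02% Tween-20; cpd via pin tool; 1 mM Gln soln; GluOx/HRP/Amplex Red; RT 30 min; fluor. t0 & final.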
# Pin1 inh: blocks the human prolyl isomerase Pin1. 0.009% of 390,000 active. Pin1 FP peptide displacement, HiFluor488, 10 min. Q13526. Potency, µM (highest dose often 115 µM), for inactives: top-dose activity, negative = inhibition, most hits filed as inhibitors. AID 504891; active = well fitted inhibition curve with a large enough effect in the polarisation, with a control signal flat, not every such curve was filed as active; inconclusive = small, poorly fitted or top-dose-only effect, or effect the other way, or a change in a side signal; inactive = no such curve, though single readings can be large or run the other way; the % refers to the polarisation; note: potency is the fitted concentration of half-maximal effect; % is set by controls: 0 for no effect and ±100 for the full control effect
# ERG-DNA inh: blocks human ERG Ets domain binding to DNA; fluorescence polarization, His-ERG Ets domain / labelled DNA; Potency, µM (series often up to 76.9 µM), inactives show top-dose FP activity, negative = inhibition, hits mostly inhibitors; 0.028% of 370,000 active; active = well fitted inhibition curve with a large enough effect in the polarisation, with a control signal flat; inconclusive = small, poorly fitted or top-dose-only effect, or effect the other way, or a change in a side signal; inactive = no such curve, though single readings can be large or run the other way; the % refers to the polarisation;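 note: polarization taken with two DNA probes labelled with fluorescein and Texas red; potency is the fitted concentration of half-maximal effect; % of control where 0% means no effect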
#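 His-tagged ERG Ets domain (1 uM in the protein solution; 300mM KCl, 50mM Tris-HCl, 1mM EDTA, 1mM DTT, pH 7.5) received compound, then a probe mix of 5 nM fluorescein-DNA and 100nM Texas-615-DNA. Fluorescence polarization was read for both dyes.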
# JMJD2A Tudor: inhibitors of human JMJD2A Tudor domain; AlphaScreen JMJD2A-Tudor / H3K4me3 peptide binding; Potency, µM (series often up to 114 µM), for inactives: at the highest dose activity change, negative = inhibition, hits mostly inhibitors; 4.4% of 390,000 active; note: potency is the fitted concentration of half-maximal effect; % is set by controls: 0 for no effect and ±100 for the full control effect; nearly all actives have a fitted effect of over 50% in size
# HP1b binding inh: blocks HP1-beta chromodomain binding to methylated histone tails | P83916 | AlphaScreen HP1-beta / biotin-H3K9me3 peptide binding | Potency, µM (titrated, usually from 114 µM), for inactives: at the highest dose activity change, negative = inhibition, usual class: inhibitors | 0.56% of 390,000 active | AID 540317; note: potency is the fitted concentration of half-maximal effect; nearly all actives have a fitted effect of over 70% in size; inactives centre near 23
# Target sequence (P83916 whole entry, looked up): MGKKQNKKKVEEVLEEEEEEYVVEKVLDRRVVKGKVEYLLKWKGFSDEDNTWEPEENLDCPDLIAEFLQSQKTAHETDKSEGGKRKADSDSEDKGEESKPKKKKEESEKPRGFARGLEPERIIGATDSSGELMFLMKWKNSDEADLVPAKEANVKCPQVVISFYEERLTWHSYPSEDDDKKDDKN
#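 AlphaScreen: HP1-beta (50 nM) preformed 30 min with biotin-H3(1-18)K9me3 peptide (50 nM) in PBS pH 7.4, 0.01% Tween-20. Compound added for 30 min at RT, then streptavidin donor/nickel chelate acceptor beads (10 ug/mL) for 30 min.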
# BAZ2B block: inhibitors of human BAZ2B bromodomain; AlphaScreen BAZ2B-H3K14Ac peptide displacement; Potency, µM (doses to about 114 µM), for inactives: at the top dose activity change, negative = inhibition, most hits filed as inhibitors; 4.4% of 360,000 active; AID 504333; note: potency is the fitted concentration of half-maximal effect; % is set by controls: 0 for no effect and ±100 for the full control effect; nearly all actives have a fitted effect of over 60% in size
#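 In this displacement format the biotinylated H3(5-23) peptide acetylated at Lys14 serves as ligand at 50 nM, with BAZ2B at 50 nM in PBS pH 7.4 containing 0.01% Tween-20. Donor and acceptor beads are 10 ug/mL final.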
# PI4K2A inh: blocks human PI4K2A kinase activity. AID 1346378. 0.13% of 420,000 active. activity change, negative = inhibition, % at 76.9 µM. purified PI4K2A, ADP-Glo luminescence, 1 h; hits give low values; in the data active = activity change below about -50%; inconclusive = mostly about -30% to -49%;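 note: -100% = wells without enzyme as full effect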
# Target sequence (Q9BTU6 whole entry, looked up): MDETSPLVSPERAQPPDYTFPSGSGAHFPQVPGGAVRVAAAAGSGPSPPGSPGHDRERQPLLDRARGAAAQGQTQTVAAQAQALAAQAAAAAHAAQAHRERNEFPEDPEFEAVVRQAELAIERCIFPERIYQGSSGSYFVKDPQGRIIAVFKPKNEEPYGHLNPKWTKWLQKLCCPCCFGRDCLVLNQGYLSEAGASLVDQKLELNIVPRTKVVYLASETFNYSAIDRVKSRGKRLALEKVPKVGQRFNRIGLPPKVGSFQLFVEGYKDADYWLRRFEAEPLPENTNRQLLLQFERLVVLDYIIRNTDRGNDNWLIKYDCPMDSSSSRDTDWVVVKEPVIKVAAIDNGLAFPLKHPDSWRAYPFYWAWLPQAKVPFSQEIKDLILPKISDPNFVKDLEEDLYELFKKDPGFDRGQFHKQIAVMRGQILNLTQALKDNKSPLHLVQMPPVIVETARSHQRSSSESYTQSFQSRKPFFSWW
#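 ADP-Glo luminescence measured ADP generated by PI4K2A enzyme (4 ug/mL before mixing) with 1.2 mM PI substrate (pre-mix) and 300 microM ATP (pre-mix). Tris pH7.5 buffer with MgCl2, Triton X-100; 1 h reaction at ambient temperature.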
# The depositor's hits bear a star; i = inactive; ? = inconclusive; . = no result given; [ ] = dose if it differs, or a comment. Unless noted, calls come from the whole dose curve; as a rule, active = well fitted curve in the direction sought with a large enough effect; inconclusive = small, poorly fitted or top-dose-only effect, or another doubt; inactive = no such curve, though single readings can be large; an effect the other way counts as inactive or inconclusive.
# A first look, 4 compounds:
SMILES,G9a block,Tb PGK inh,GLS inh,Pin1 inh,ERG-DNA inh,JMJD2A Tudor,HP1b binding inh,BAZ2B block,PI4K2A inh
COc1cc(/C=N/NC(=O)C(=O)N2CCCC2)ccc1O,0%,-3%,?,0%,.,-9%,30%,-4%,0
CC(=O)OCC(=O)C1(O)CCC2C3CCC4=CC(=O)CCC4(C)C3(Cl)C(O)CC21C (centres undefined),.,-5%,3%,-9%,9%,-4%,27%,.,-1
Cc1[nH]c2ccccc2c1C(=O)C(=O)N1CCCc2ccccc21,1%,-10%,3%,-10%,5%,2%,21%,-6%,-5
O=S(=O)(/C=C/c1ccccc1)Oc1ccccc1,24%[59 µM],2%,-6%,-1%,-1%,96%[activator],114%,70%[activator],3

# Main list, from the start:
SMILES,G9a block,Tb PGK inh,GLS inh,Pin1 inh,ERG-DNA inh,JMJD2A Tudor,HP1b binding inh,BAZ2B block,PI4K2A inh
COc1cc(/C=N/NC(=O)C(=O)N2CCCC2)ccc1O,0%,-3%,?,0%,.,-9%,30%,-4%,0
CC(=O)OCC(=O)C1(O)CCC2C3CCC4=CC(=O)CCC4(C)C3(Cl)C(O)CC21C (centres undefined),.,-5%,3%,-9%,9%,-4%,27%,.,-1
Cc1[nH]c2ccccc2c1C(=O)C(=O)N1CCCc2ccccc21,1%,-10%,3%,-10%,5%,2%,21%,-6%,-5
O=S(=O)(/C=C/c1ccccc1)Oc1ccccc1,24%[59 µM],2%,-6%,-1%,-1%,96%[activator],114%,70%[activator],3
CC(=O)N1CCN(S(=O)(=O)c2ccc3c(c2)CCC(=O)N3)CC1,10%[0.501 µM],-3%,-10%,6%,11%,1%,60%[activator],5%,-3
Clc1ccccc1-c1nnc2sc(C3COc4ccccc4O3)nn12 (centres undefined),?,i,1%,0%,-3%,-15%,-22%,1%,5
CC(C)c1ccccc1OCCCN1CCCC1,40µM*,0%,-3%,-2%,6%,32µM*,?,?,1
CC12CCC(=O)N1C(C(=O)Nc1nc(-c3ccc(F)cc3)cs1)CS2 (centres undefined),-3%[59 µM],6%,-2%,23%,-3%,-14%,0%,-6%,1
Cc1[nH]c2ccccc2c1C(=O)CSc1ncn[nH]1,?,7%,1%,-2%,-4%,-2%,31%,-1%,6
Clc1ccc2nc(-c3ccccc3)nc(C(Cl)Cl)c2c1,.,-4%,0%,-13%,-15%,-20%,28%,-13%,7
COc1ccc2[nH]c(=O)c(CN(Cc3cccnc3)Cc3nnnn3CC3CCCO3)cc2c1 (centres undefined),.,-6%,-10%,5%,-5%,-14%,20%,-10%,-6
CC(Oc1ccccc1Cl)C(=O)Nc1ccc(S(=O)(=O)Nc2nccs2)cc1 (centres undefined),56µM*,-9%,20%,-3%,-11%,?,-21%,-9%,0
Cc1csc(SC(C)C(=O)NCC2CCCO2)n1 (centres undefined),40µM*,i,-4%,0%,-2%,-3%,33%,-3%,-3
Oc1c(C(Nc2ccccn2)c2ccccn2)ccc2cccnc12 (centres undefined),32µM*,1%,43%[activator],1%,4%,-22%[11.4 µM],29%,-113%,4
CCOc1ccccc1C(=O)NCC(=O)Nc1ncccc1C,16%[59 µM],i,5%,-9%,.,-15%,17%,-5%,1
O=C(CSc1nc(=O)n(Cc2ccccn2)c2c1CCC2)Nc1ccc(F)cc1F,9%,-12%,-2%,-13%,-4%,-17%,8%,-6%,3
Cc1nn(C(C)C)c(C)c1CN1CCCC(C(=O)c2cccc(OC(C)C)c2)C1 (centres undefined),0%,3%,0%,0%,3%,-4%,-9%,-2%,2
O=C(NCc1ccco1)c1noc2c1CCCC2,?,2%,5%,0%,-1%,-18%,6%,-6%,-2
CC(OC(=O)C1CCN(S(=O)(=O)c2ccc3c(c2)OCCO3)CC1)C(=O)N(C)c1ccccc1 (centres undefined),2%[12.7 µM],-6%,3%,0%,1%,-11%,33%,8%,-5
O=C1c2ccccc2C(=O)N1CCCn1nnc(-c2ccc(N3CCOCC3)cc2)n1,-4%[12.7 µM],-2%,10%,11%,.,3%,15%,11%,1
COC(=O)C(C)Sc1ccc2nnc(CCNS(=O)(=O)c3ccccc3)n2n1 (centres undefined),0%,4%,-3%,-2%,-8%,-8%,35%,-3%,0
O=C1OCCN1C(=O)[C@H]1[C@H](c2ccccc2)C(c2ccccc2)=NN1c1ccccc1,96%[activator][59 µM],-7%,-7%,?,-18%,23%,79%[activator],.,-8
O=C(C[C@H]1C[C@H](C(=O)N2CCCCC2)[C@@]2(CCc3ccccc3)c3[nH]c4cc(-c5ccco5)ccc4c3CCN2C1=O)NCCN1CCOCC1,.,i,-12%,60%[activator],8%,40µM*,20µM*,.,-3
CCCc1cc(C(=O)O)c2ccccc2n1,?,i,-10%,-1%,4%,-15%,31%,21%,1
Cc1ccc(S(=O)(=O)N(Cc2ccccc2)c2ccccn2)cc1[N+](=O)[O-],-19%,3%,2%,3%,-7%,-29%,8%,-7%,-2
O=C(Nc1ccc(COc2ccccc2)cc1)c1cccc([N+](=O)[O-])c1,24%,-2%,7%,-3%,-4%,-5%,36%[activator],8%,-1
CCc1c(C)c2c(C)[nH]nc2oc1=O,.,-1%,-6%,1%,0%,3%,27%,-10%,4
CC1Oc2ccccc2N(Cc2cccc(F)c2)C1=O (centres undefined),13%,-1%,-1%,-1%,-9%,33%,50%[activator],-1%,2
O=C(O)CCSC1CC(=O)N(c2ccccc2)C1=O (centres undefined),?,-1%,-13%,2%,-4%,-13%,-3%,-14%,-3
O=C(Nc1ccccc1C(=O)O)c1cccc(NC(=O)c2ccccc2Br)c1,-1%,-1%,1%,-2%,-14%,-12%,39%,4%,-16
CC(=O)N1c2ccc(S(=O)(=O)N3CCCCC3)cc2CC1C(=O)NCc1ccc(N(C)C)cc1 (centres undefined),40µM*,-10%,-1%,0%,-3%,28µM*,-14%,-34%,-1
O=C(CNC(=O)c1cccc(F)c1)N/N=C/c1cc(Br)ccc1OCc1ccccc1,-17%[59 µM],-7%,-3%,17%,-11%,-22%,50%[activator],-3%,1
COc1ccccc1C(=O)NC(CCSC)C(=O)NCC(c1cccs1)N(C)C (centres undefined),?,i,1%,1%,14%,-26%,14%,-4%,3
O=C(Nc1ccccc1Br)C1CCN(S(=O)(=O)c2cccs2)CC1,.,5%,0%,-3%,-2%,3%,41%,.,-1
CCCCc1cc(=O)oc2cc(C)cc(OCC(=O)N[C@@H](CSCc3ccccc3)C(=O)O)c12,.,-2%,12%,0%,-11%,-20%,40%[activator],0%,-1
COc1ccccc1NC(=O)c1cnc(SCC(=O)NCC2CCCO2)n(C)c1=O (centres undefined),-23%,-6%,3%,?,9%,-13%,29%,-6%,-6
COc1ccc(NC(=O)c2cc(S(=O)(=O)N3CCCCC3)c[nH]2)cc1,-1%,-2%,-7%,3%,6%,-6%,15%,-23%,-2
O=C(N/N=C/C=C\c1ccc([N+](=O)[O-])cc1)c1cccnc1,5%,0%,6%,-1%,-3%,-11%,22%,0%,1
Clc1ccccc1OCCn1ccnc1,10µM*,0%,3%,-4%,3%,4.5µM*,45µM*,79µM*,9
CC/C(=N\O)c1ccc(OC)c(OC)c1,-24%[2.33 µM],i,-4%,1%,1%,-8%,24%,32%[activator],3
Cc1ccc(C(=O)OCC(=O)N2CCCC2)cc1,20%,-1%,1%,4%,0%,-12%,-12%,-15%,-19
O=C(COc1ccc(Cl)cc1Br)NC1CC1,40%[12.7 µM],0%,6%,-4%,-3%,-5%,21%,8%,-4
Cc1cccc2cc(CN(CCCO)C(=O)Nc3ccc(Cl)cc3)c(=O)[nH]c12,20%[59 µM],-10%,3%,?,-2%,-27%,12%,-6%,11
Cn1c(CNC(=O)c2ccco2)nnc1SCC(=O)c1ccc(Br)cc1,-3%,-3%,-12%,0%,10%,-7%,12%,3%,1
CCOc1ccccc1N(C)C(=O)c1cn(C)c(=O)c2ccccc12,3%,-8%,-6%,-3%,-1%,-12%,4%,-12%,-1
O=C(Cc1ccc(Cl)c(Cl)c1)Nc1ccc(SC(F)F)cc1,22%[59 µM],1%,6%,0%,-2%,39%[activator],79%[activator],31%,-1
CC(C(=O)Nc1ccc(C#N)cc1)N(C)Cc1cccs1 (centres undefined),50%[activator],-8%,0%,1%,-10%,13%,32%,3%,2
O=C1C=CC(=O)N1CCNc1ncc(C(F)(F)F)cc1Cl,2.5µM*,i,?,20%,0%,?,-1%,-30%,20
COc1ccc(NC(=O)c2c(NCc3sccc3C)sc3c2CCCC3)c(OC)c1,14µM*,i,-8%,2%,-16%,?,?,?,-1
O=C(N/C(=C/c1ccc(Br)cc1)C(=O)N1CCCC1)c1ccccc1F,6%[59 µM],i,1%,-1%,-4%,-9%[57.1 µM],59%[activator],5%,4
# The list continues.
SMILES,G9a block,Tb PGK inh,GLS inh,Pin1 inh,ERG-DNA inh,JMJD2A Tudor,HP1b binding inh,BAZ2B block,PI4K2A inh
CCNC(=S)N/N=C(\C)c1ccc2ccccc2c1OC(F)F,45µM*,9%,9%,-3%,0%,?,?,?,2
CC(NC(=O)COC(=O)c1cccs1)c1ccccc1 (centres undefined),1%,-1%,-6%,1%,-1%,-5%,32%[activator],-9%,2
CCOc1ccc(-n2c(SCC(N)=O)nc3c([nH]c4ccccc43)c2=O)cc1,-1%,-7%,-1%,22%,17%,-11%,74%[activator],7%,-1
N#CC1=C2SCC(O)(c3ccccc3)N2C(=O)CC1c1cccs1 (centres undefined),50µM*,i,16%,?,8%,-29%,-5%,?,-2

# Source: PubChem BioAssay
